# Assay outcomes deposited in PubChem BioAssay by National Center for Advancing Translational Sciences (NCATS).
# ALOX12 inh = ALOX12 (human) lipoxygenase inhibition | purified 12hLO, xylenol orange hydroperoxide absorbance | Potency, µM (highest dose often 108 µM), inactives show top-dose activity change, negative = inhibition, usual class: inhibitors | P18054 | 580,000 tested, 1.1% active | AID 1671190; active = well fitted inhibition curve with a large enough effect; inconclusive = small, poorly fitted or top-dose-only effect, or another doubt; inactive = no such curve, though single readings can be large or run the other way
# Target sequence (P18054 whole entry, looked up): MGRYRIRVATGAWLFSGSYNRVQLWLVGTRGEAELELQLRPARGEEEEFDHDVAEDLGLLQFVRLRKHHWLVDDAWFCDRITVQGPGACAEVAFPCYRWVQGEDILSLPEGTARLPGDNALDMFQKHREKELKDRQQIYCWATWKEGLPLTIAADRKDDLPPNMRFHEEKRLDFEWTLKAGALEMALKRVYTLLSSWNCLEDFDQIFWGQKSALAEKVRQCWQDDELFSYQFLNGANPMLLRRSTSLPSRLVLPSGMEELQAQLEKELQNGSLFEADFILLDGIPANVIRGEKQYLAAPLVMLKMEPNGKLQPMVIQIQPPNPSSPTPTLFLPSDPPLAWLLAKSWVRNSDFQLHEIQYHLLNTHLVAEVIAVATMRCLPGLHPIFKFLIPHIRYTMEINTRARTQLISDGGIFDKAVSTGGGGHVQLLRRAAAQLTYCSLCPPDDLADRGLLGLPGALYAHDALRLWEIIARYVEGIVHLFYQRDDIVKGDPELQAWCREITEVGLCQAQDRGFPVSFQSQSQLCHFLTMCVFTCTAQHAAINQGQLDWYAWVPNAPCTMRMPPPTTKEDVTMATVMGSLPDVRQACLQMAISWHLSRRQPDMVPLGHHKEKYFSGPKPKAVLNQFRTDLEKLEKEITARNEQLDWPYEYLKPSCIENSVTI
#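 Purified human 12hLO (150 nM final) in 25 mM Hepes, 0.01% Triton X-100, pH 7.0 was preincubated 15 min at room temperature with compound. Then 40 uM arachidonic acid was added, 30 min. Hydroperoxide was read by Fe-XO absorbance ratio 573/405 nm.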
# * = called active by the depositor; ? = inconclusive; [ ] = remark or other dose. % is scaled to controls: 0 for no effect and ±100 for the full control effect; potency is read from the fitted curve at half-maximal effect. A portion of the library; count on the stated rates, not on these rows.
ALOX12 inh	Structure
?	CC(C)c1ccc(C(CC(=O)c2ccc(Cl)cc2)S(=O)(=O)c2ccccc2)cc1 (configuration not stated)
44.7µM*	CC(=O)c1ccc(OCc2coc(-c3cccc(F)c3)n2)cc1
?	COc1ccc(C2C(C#N)=C(N)Oc3n[nH]c(C)c32)cc1COc1cc(C)c(Cl)c(C)c1 (configuration not stated)
27.6%	O=C1CCC2(CCN1CC1CC1)CCN(S(=O)(=O)c1cccnc1)CC2
3.4%	C=CCNC(=O)NC(=O)COC(=O)Cc1n[nH]c(=O)c2ccccc12
?	Cc1cccc(CC(=O)N2CC(=O)Nc3ccc(Br)cc3C2c2ccccc2)c1 (configuration not stated)
?	Cc1cc(CNC(=O)c2cc(-c3ccccc3F)cc3c2OCCN3C)no1
-17.1%	COc1ccc(C(=O)NCC(C)O)cc1 (configuration not stated)
23.8%	CC1(C(=O)NCc2ccccc2)Cn2c(ccc2-c2ccco2)C(=O)N1Cc1ccccc1F (configuration not stated)
0.0%	O=C1CCCCCC[C@@H](O)[C@H](O)C[C@H](c2ccccc2)O1
34.4%	CN(Cc1ccc(F)cc1)C(=O)NCc1ccccn1
44.6%[activator]	O=C(NC1C[C@H]2CC[C@@H](C1)N2C(=O)CCC1CCCC1)c1ccncc1 (some centres not stated)
11.8%	CCCOC(=O)c1ccc(Oc2coc3cc(OCC)ccc3c2=O)cc1
-12.5%	O=C(NCc1ccccc1)C(=O)Nc1cccc2[nH]ccc12
-4.1%	COCC1CN(C(C)=O)CC12CCN(C(=O)c1ccc(F)cc1F)CC2 (configuration not stated)
-24.7%	COc1ccc(-c2csc3ncnc(Nc4cc(OC)c(OC)c(OC)c4)c23)cc1
?	CCN1CC(CN(C)C(=O)c2nn(-c3ccccc3)c(=O)c3ccccc23)Oc2ccccc21 (configuration not stated)
-15.3%	COc1cccc(Oc2ccc(N/C=C/C(=O)c3ccc(Cl)cc3)cc2)c1
0.0%	COc1cccc(-c2nc3nc(C)cc(C)n3c2NCc2ccccc2)c1
?	CN(C)CC(O)COc1ccc(NC(=O)Nc2cccc(F)c2)cc1 (configuration not stated)
26.9%[176 µM]	Cc1noc2c(NCCc3ccccn3)cc(-c3cccnc3)nc12
-0.7%	COc1cccc2cc(C(=O)NCCc3c(C)[nH]c4ccccc34)c(=O)oc12
4.1%	CCN1c2cc(C(=O)NCc3cccc(C)c3)ccc2C(=O)N2CCCCCC21 (configuration not stated)
-12.4%	CC(=O)Nc1ccc2[nH]cc(C(C(=O)O)N3CCN(c4ncccc4C#N)CC3)c2c1 (configuration not stated)
32.0%[activator]	COCCNC(=O)CCC[C@@H]1[C@H]2CCCN3CCC[C@@H](CN1Cc1ccccc1)[C@@H]23
15.1%[176 µM]	COc1ccc(CN2C(=O)[C@@H]3C[C@@H](CN3Cc3cccs3)Oc3ccccc32)cc1
33.2%[activator]	CCCn1ncc(CNC2CC(=O)N(Cc3ccccc3C(F)(F)F)C2)c1C (configuration not stated)
1.5%	Cc1ccc(-c2nn3c(C(C)C)nnc3c3ccccc23)cc1S(=O)(=O)N(C)CCO
2.6%	CCCNC(=O)N(C1CCOCC1)C1CCN(C(=O)c2ccncc2)CC1
36.0%	COc1cccc(CNC(=O)N(C)C2CCc3nn(CC4CC4)c(=O)n3CC2)c1 (configuration not stated)
?	CC(C)(C)OC(=O)N1CCC(n2c(=O)[nH]c3cccnc32)CC1
-12.8%	Cc1oc(-c2ccccc2)nc1CC(=O)Nc1ccccc1I
-7.8%	CN=c1scc(C)n1/N=C/c1ccco1
-1.5%	COc1cc2c(cc1OC)C(CNC(=O)CC(C)C)N(C(=O)NC(C)C)CC2 (configuration not stated)
-2.0%	COc1ccccc1/C=C/CN1CCNC(=O)C1CC(=O)N(C)Cc1ccc(C)cc1 (configuration not stated)
3.3%	COc1ccccc1N1CCN(c2nc(CNC(=O)c3sc(C)nc3C)nc3ccccc23)CC1
39.8%[activator]	C#CCN(Cc1ccco1)Cc1nc(-c2ccc(C(F)(F)F)cc2)oc1C
?	Cc1cc(=Nc2ccccc2)n2ccsc2n1
13.2%	COc1ccc(CN2CC3(CCN(C(=O)CCc4nc5ccccc5[nH]4)CC3)C2=O)cc1
?	CC(C)c1ncc(Cl)c(C(=O)O)n1
-1.2%	COc1cc(C(=O)OCc2ccccc2C#N)ccc1C
3.0%	CN(CCNC(=O)c1cc2ccccc2oc1=O)c1ccccc1
1.78µM*	CC(C)CCC(CCNC(C)c1cccs1)C1CCOC(C)(C)C1 (configuration not stated)
-1.9%	O=S(=O)(c1ccccc1)N1CCN(Cc2coc(-c3cccs3)n2)CC1
50.1%[activator]	Oc1ccc(-c2nc(C3CC3)nc3c2CN(Cc2ccccc2)CC3)cc1
-19.9%	CC(C)(C)C(=O)CSc1nnc(COc2ccc(Cl)cc2)n1-c1ccc(Cl)cc1
?	O=C(Nc1ccc(SCc2cccnc2)cc1)c1ccc[n+]([O-])c1
57.5%[activator]	O=C(O)[C@H]1C[C@H](C(=O)NCc2ccccn2)CN(Cc2ccccc2)C1
6.7%	CCC(C)NC(=O)CCNC(=O)NCc1ccccc1 (configuration not stated)
?	COc1ccc(CN2CCCC23Cc2ccccc2N(C(=O)c2ccc(Cl)cc2)C3)cc1 (configuration not stated)
?	Cc1cnc(SCc2ccccn2)nc1C1CCCN(C(=O)c2cccc(-c3cccc(F)c3)c2)C1 (configuration not stated)
?	O=C1CSC(c2cccc(C(F)(F)F)c2)N1c1ccc(I)cc1 (configuration not stated)
?	O=C(Nc1ccc2nc[nH]c(=O)c2c1)c1ccc(F)cc1Cl
26.9%	O=C(CCC(=O)OCc1ccccc1F)Nc1ccc2c(c1)oc1ccccc12
?	COCCN1C(=O)C(=O)/C(=C(/O)c2ccc(OCC(C)C)cc2C)C1c1cccnc1 (configuration not stated)
?	CCc1c(C2CC2)ncn1Cc1cccc(-c2ccccc2)c1

# Carrying on:
ALOX12 inh	Structure
11.2%	CC(C)N(C(=O)Cn1c(CN2CCOCC2)nc2ccccc21)c1ccccc1
10.3%	CCOc1ccc(NC(=O)[C@@H]2C[C@@H](O)CN2C2CCN(C(=O)c3cccc(OC)c3)CC2)cc1
3.5%	N#CC(C(=O)Cc1ccc(Cl)cc1)C(=O)Nc1ccccc1Cl (configuration not stated)
-19.9%[6.33 µM]	CC(C)C(=O)N1Cc2ccccc2CC2(CCN(CC3CCNCC3)C2)C1 (configuration not stated)
-4.8%	O=C(O)CCC(=O)N1C[C@@H]2C[C@H]1C(=O)N(Cc1ccc(OC(F)(F)F)cc1)c1ccccc1O2
?	CCOC(=O)CN(CC1CC1)C(=O)Cc1ccc(C)s1
9.1%	CCCNC(=O)[C@H]1O[C@@H]1C(=O)N[C@H](C(=O)N1CCC[C@H]1C(=O)OC)[C@@H](C)CC
?	COC[C@H]1C[C@@H](NC(=O)Nc2cccnc2)[C@H](O)[C@@H]1O
60.7%[activator]	Cc1[nH]cnc1-c1nccn1-c1ccc(CCC(=O)NC2CC2)cc1
25.1µM*	Clc1ccc(CNC[C@H]2Cn3c(-c4ccccc4)cnc3CO2)cc1
1.1%	COc1ccc2cc(CN3CCC(CO)CC3)c(-c3ccc(Cl)cc3)nc2c1
?	COc1ccc(N2CCC[C@@H]2/C=C/C(=O)OCc2ccccc2)cc1
13.6%	CCn1c(-c2ccccc2)nn(CC(=O)NCc2ccsc2)c1=O
19.2%	Cc1nc(C)c(C)c(N2CCC(Oc3ccc4ccccc4c3)(C(=O)O)CC2)n1
45.0%[activator]	COc1cccc(CC(=O)N2CCCCCCNC(=O)[C@H]3CCC[C@H]32)c1
?	CCC1(N2CCN(C(=O)Nc3cccc(F)c3C)CC2)CCN(C(=O)C(C)C)C1 (configuration not stated)

# Ordered by value in ALOX12 inh (ascending): some entries from above.
canonical_smiles | ALOX12 inh
COc1ccc2cc(CN3CCC(CO)CC3)c(-c3ccc(Cl)cc3)nc2c1 | 1.1%
CCn1c(-c2ccccc2)nn(CC(=O)NCc2ccsc2)c1=O | 13.6%
Cc1nc(C)c(C)c(N2CCC(Oc3ccc4ccccc4c3)(C(=O)O)CC2)n1 | 19.2%

# Next part.
ALOX12 inh	Structure
-8.4%	CCSc1nc(N)c2c(n1)NC1=C(C(=O)CC(C)(C)C1)C2c1cccs1 (configuration not stated)
54.2%[activator][176 µM]	COCC(=O)NC[C@H]1OC[C@@H](NC2CCC2)[C@@H]1O
?	CC(C)c1ccc(Nc2nnc(SCC(=O)NC(C)(C)C)s2)cc1
3.6%	COc1cccc(C2CC(=O)Nc3c2c(C)nn3-c2nncc(-c3ccc(C)cc3)n2)c1OC (configuration not stated)
-1.1%	COc1ccccc1C1NC(=O)N(CC2CC2)C2=C1C(=O)OC2 (configuration not stated)
-10.3%[176 µM]	Cn1cc(-c2ccccc2OC(F)(F)F)c2nc(CN3CCNC(=O)C3)cn2c1=O
9.5%	Cc1ccccc1-c1ccc2c(c1)[C@@H]1C[C@H](N(C)S(=O)(=O)c3ccc(Cl)cc3)[C@H]([C@H](C)O)CN1CC2
-34.6%	CCc1cccc(NS(=O)(=O)c2ccc(-c3coc(C)n3)cc2)c1
-15.4%	CCOCc1nnc(NC(=O)C2CC(=O)N(CCc3c[nH]c4ccc(OC)cc34)C2)s1 (configuration not stated)
?	NC(CO)c1ccc(OCc2ccccc2)cc1 (configuration not stated)
?	O=c1n(-c2ccc([N+](=O)[O-])cc2)nc2n1CCN(Cc1ccc(F)cc1)C2
?	CCN(Cc1ccc(Cl)s1)C(=O)c1cnc(C)cn1
-9.8%	C[S+](=O)([O-])Nc1cccc(-c2nc(N3CCOCC3)cc3c2CN(CC2CC2)C3=O)c1
5.4%	CCN1c2cc(C(=O)Nc3cccc(Cl)c3)ccc2C(=O)N2CCCCCC21 (configuration not stated)
-6.8%	OCCCNC(=S)NC1CC2CCC1C2 (configuration not stated)
-12.6%	O=c1c(-c2cccc(F)c2)nc2cncnc2n1Cc1ccccc1
?	CC1CCN(CCCNCc2ccccc2)CC1
9.2%	O=C(Cc1ccc(F)cc1)N1CCC(N2CC3CCCN3C2=O)CC1 (configuration not stated)
?	COc1cccc(CNCc2cccc3[nH]ccc23)c1
50.1µM*	CNC(=O)CCn1ncc2cc(OC3CCc4cccc(-c5ccc(O)c(F)c5)c43)ccc21 (configuration not stated)
?	c1ccc(CCNc2nc(-c3ccccc3)cs2)cc1
?	CCC(C)(Nc1ccc(OC)c(OC)c1)c1nnnn1-c1c(C)cccc1C (configuration not stated)
-14.5%	N#Cc1cn(CC(=O)Nc2cc(F)ccc2F)c2ccccc12
?	CCOc1ccc(O)c(C=NC2CCCC2)c1

# Reformatted: 4 of the compounds above.
CNC(=O)CCn1ncc2cc(OC3CCc4cccc(-c5ccc(O)c(F)c5)c43)ccc21 (configuration not stated)
  ALOX12 inh: 50.1µM*

c1ccc(CCNc2nc(-c3ccccc3)cs2)cc1
  ALOX12 inh: ?

CCC(C)(Nc1ccc(OC)c(OC)c1)c1nnnn1-c1c(C)cccc1C (configuration not stated)
  ALOX12 inh: ?

N#Cc1cn(CC(=O)Nc2cc(F)ccc2F)c2ccccc12
  ALOX12 inh: -14.5%

# (next part)
ALOX12 inh	Structure
-1.4%	COC(=O)c1cc2c(c3c4cc(C)ccc4n(S(=O)(=O)c4ccc(C)cc4)c13)C(=O)N(Cc1ccc(C(F)(F)F)cc1)C2
2.2%	CNS(=O)(=O)c1ccc(CN2CCC3(CCNCC3)C2)cc1
-2.0%	COc1ccc(C(=O)N2CCC(n3cc(-c4nc(-c5ccccc5)no4)nn3)CC2)cc1
1.0%	CCCNC(=O)c1cc2c(=O)[nH]c(-c3ccccc3)cn2n1
43.2%[activator]	Cn1ccnc1C(O)(CC(=O)Nc1ccc(F)cc1)C(F)(F)F (configuration not stated)
6.7%	CC(=O)c1c(C)[nH]c(C(=O)COc2ccccc2F)c1C
-3.6%	O=C(NCc1ccccn1)[C@@H]1CCCN1C(=O)[C@@H]1CCCN1C(=O)c1cccc2ccccc12
44.9%[activator]	Cc1ccc2[nH]cc(CCNC(=O)/C=C/c3ccccc3C)c2c1

# 4 compounds drawn at random from the list so far:
ALOX12 inh	Structure
?	Cc1cc(CNC(=O)c2cc(-c3ccccc3F)cc3c2OCCN3C)no1
50.1µM*	CNC(=O)CCn1ncc2cc(OC3CCc4cccc(-c5ccc(O)c(F)c5)c43)ccc21 (configuration not stated)
-1.9%	O=S(=O)(c1ccccc1)N1CCN(Cc2coc(-c3cccs3)n2)CC1
27.6%	O=C1CCC2(CCN1CC1CC1)CCN(S(=O)(=O)c1cccnc1)CC2

# Following part:
ALOX12 inh	Structure
10.9%	Cc1c(-c2ccccc2)nc2c(C)cc(Br)cc2c1C(=O)NC1CCCCC1
-1.2%	O=C(c1ccc(F)cc1)N1CCC[C@H]1c1nc(-c2ccc(F)cc2)no1
1.6%	CCC(C(=O)NCc1ccccc1)n1c(-c2ccc3c(c2)CCO3)nc2ccccc21 (configuration not stated)
19.2%	CCCCC(=O)NCC(O)COCc1ccc(OC)cc1 (configuration not stated)
?	O=C1CC(Cc2ccc(Br)cc2)C(=O)N1c1ccc2ccccc2n1 (configuration not stated)
?	COc1ccc(/C=C/C(=O)c2ccc(C3CCCCC3)cc2)cc1O
?	Cc1cccc(C(=O)NNC(=S)NC(=O)/C=C/c2ccccc2)c1
33.0%[activator]	CC(=O)N1C[C@@H]2CCCN3CCC[C@@H]([C@H]23)[C@H]1CCCC(=O)N1CCN(c2ccccc2)CC1
3.5%	CC(=O)Nc1ccc(NC(=O)CSC2=C(C#N)C(c3ccccc3F)CC(=O)N2)cc1 (configuration not stated)
26.5%	O=C(Cn1cccc1-c1nc(-c2ccc3c(c2)OCO3)no1)Nc1ccccc1Cl
27.2%[176 µM]	COCCNC(=O)C1(C)CN(Cc2ccccc2)Cc2ccc(NCC(C)C)nc21 (configuration not stated)
